# Assay outcomes from PubChem.
# TrxR1 substrate = qHTS Assay for Substrates of Mammalian Selenoprotein Thioredoxin Reductase 1 (TrxR1): qHTS | Potency, µM (series often up to 114 µM), without a hit: at the top dose activity change, negative = substrate turnover | AID 588456, 2011 | Thioredoxin reductase 1, cytoplasmic (Rattus norvegicus), O89049 | purified TrxR1 substrate turnover, NADPH consumption readout | actives 0.01% (n = 390,000); further: potency means the concentration at half of the fitted maximal effect; on the % scale 0 is the no-effect control and ±100 the full control effect; nearly all actives have a fitted effect of over 50% in size
#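 Rat TrxR1, dispensed at 90 nM, was prereduced with 400 uM NADPH (final) for 5 min at ~22 deg C, then incubated with compound 15 min before 400 uM selenite. A first-read NADPH fluorescence drop versus no-compound background flagged substrates.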
# USP1-UAF1 inh = Inhibitors of USP1/UAF1: Primary Screen. actives 0.23% (n = 390,000). recombinant USP1/UAF1, Ub-Rhodamine cleavage fluorescence. Potency, µM (highest dose often 57.1 µM), for the others: top-dose activity change, negative = inhibition, most hits filed as inhibitors; further: potency means the concentration at half of the fitted maximal effect; on the % scale 0 is the no-effect control and ±100 the full control effect; nearly all actives have a fitted effect of over 60% in size; inactives centre near -12
#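 In this screen, compounds sit with the deubiquitinase complex (1nM) for 15 min at room temperature before Ub-Rho is added at 150nM final. Fluorescence rise is then followed for 6 reads every 60 seconds.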
# Pin1 inhibitor = qHTS Assay to Find Inhibitors of Pin1 | Potency, µM (highest dose often 115 µM), for inactives: top-dose activity, negative = inhibition, actives largely listed as inhibitors | Pin1 FP peptide displacement, HiFluor488, 10 min | Peptidyl-prolyl cis-trans isomerase NIMA-interacting 1 (Homo sapiens), Q13526 | AID 504891, 2011 | actives 0.009% (n = 390,000); active means well fitted inhibition curve with a large enough effect in the polarisation, with a control signal flat, not every such curve was filed as active; inconclusive means small, poorly fitted or top-dose-only effect, or effect the other way, or a change in a side signal; inactive means no such curve, though single readings can be large or run the other way; the % refers to the polarisation; further: potency means the concentration at half of the fitted maximal effect; on the % scale 0 is the no-effect control and ±100 the full control effect
# HP1b chromo inh = HTS for Inhibitors of HP1-beta Chromodomain Interactions with Methylated Histone Tails. AlphaScreen HP1-beta / biotin-H3K9me3 peptide binding. Potency, µM (titrated, usually from 114 µM), for the others: at the highest dose activity change, negative = inhibition, hits mostly inhibitors. AID 540317, 2011. actives 0.56% (n = 390,000). Chromobox protein homolog 1 (Homo sapiens), P83916; further: potency means the concentration at half of the fitted maximal effect; nearly all actives have a fitted effect of over 70% in size; inactives centre near 23
# Target sequence (P83916 whole entry, looked up): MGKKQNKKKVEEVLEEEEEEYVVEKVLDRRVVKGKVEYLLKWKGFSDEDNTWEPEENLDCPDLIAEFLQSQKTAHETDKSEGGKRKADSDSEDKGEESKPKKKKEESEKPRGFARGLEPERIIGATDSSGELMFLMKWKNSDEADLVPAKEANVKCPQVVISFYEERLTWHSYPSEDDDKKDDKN
#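 HP1-beta protein (50 nM final) preincubated 30 min at room temperature with biotinylated H3(1-18)K9me3 peptide (50 nM) in PBS pH 7.4, 0.01% Tween-20, then compound added for 30 min. AlphaScreen streptavidin donor/nickel chelate acceptor beads (10 ug/mL final), 30 min dark, luminescence read.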
# PI4K2A block = qHTS for small molecular inhibitors of PI4K2A; Phosphatidylinositol 4-kinase type 2-alpha (Homo sapiens), Q9BTU6; purified PI4K2A, ADP-Glo luminescence, 1 h; active compounds read low; activity change, negative = inhibition, % at 76.9 µM; actives 0.13% (n = 420,000); in the data active means activity change below about -50%; inconclusive means mostly about -30% to -49%;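 further: -100% = wells without enzyme as full effect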
# Target sequence (Q9BTU6 whole entry, looked up): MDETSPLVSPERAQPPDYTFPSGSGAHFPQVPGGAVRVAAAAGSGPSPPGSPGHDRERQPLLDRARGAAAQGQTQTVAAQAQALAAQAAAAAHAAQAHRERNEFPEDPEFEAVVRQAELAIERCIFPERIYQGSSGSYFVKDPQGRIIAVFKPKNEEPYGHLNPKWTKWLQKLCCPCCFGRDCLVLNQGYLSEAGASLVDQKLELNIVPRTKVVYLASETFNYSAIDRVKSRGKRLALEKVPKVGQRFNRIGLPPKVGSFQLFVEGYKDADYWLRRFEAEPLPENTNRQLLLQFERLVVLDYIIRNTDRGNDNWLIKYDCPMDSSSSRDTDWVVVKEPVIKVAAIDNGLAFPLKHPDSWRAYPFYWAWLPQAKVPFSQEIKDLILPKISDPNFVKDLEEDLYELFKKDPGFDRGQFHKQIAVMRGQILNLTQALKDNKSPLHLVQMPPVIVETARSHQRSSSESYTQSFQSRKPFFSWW
#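 In this quantitative HTS, ADP production by PI4K2A was quantified luminescently after 1 h at ambient temperature; 100 microM adenosine served as plate-quality control.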
# PGK inhibitor = qHTS Assay to Find Inhibitors of Phosphoglycerate Kinase. Phosphoglycerate kinase, glycosomal (Trypanosoma brucei brucei), P07378. PGK/GAPDH coupled, Kinase-Glo luminescence, 60 min. Potency, µM (titrated, usually from 57.5 µM), without a hit: at the top dose activity change, negative = inhibition, actives largely listed as inhibitors. actives 0.043% (n = 380,000). AID 602233, 2012; further: potency means the concentration at half of the fitted maximal effect; on the % scale 0 is the no-effect control and ±100 the full control effect; nearly all actives have a fitted effect of over 60% in size
#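 Recombinant glycosomal PGK reaction used 1,3-bisphosphoglycerate generated in-well by GAPDH (100nM final) in 100mM TEA pH 7.6, 5mM MgCl2, 0.01% Tween-20. After 60 minutes at room temperature, ATP was read by Kinase-Glo Plus luminescence end-point.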
# GLS inh = qHTS for Inhibitors of Glutaminase (GLS); Glutaminase kidney isoform, mitochondrial (Homo sapiens), O94925; actives 0.21% (n = 410,000); AID 624170, 2012; Potency, µM (top dose mostly 45.5 µM), inactives show at the highest dose activity change, negative = inhibition, actives largely listed as inhibitors; GLS enzymatic activity, qHTS titration; further: potency means the concentration at half of the fitted maximal effect; on the % scale 0 is the no-effect control and ±100 the full control effect
#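 Compounds were pin-transferred onto hKGA, after which L-glutamine (1 mM solution) and a detection mix of glutamate oxidase, HRP and Amplex Red were added. Initial and 30 min RT fluorescence reads were collected.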
# mIDH1 inhibitor = qHTS for Inhibitors of mutant isocitrate dehydrogenase 1 (IDH1): qHTS; Isocitrate dehydrogenase [NADP] cytoplasmic (Homo sapiens), O75874; IDH1-R132H enzyme, NADPH consumption, diaphorase/resazurin fluorescence; Potency, µM (series often up to 76.6 µM), for the others: at the top dose activity change, negative = inhibition, most hits filed as inhibitors; actives 0.093% (n = 390,000); AID 602179, 2012; further: potency means the concentration at half of the fitted maximal effect; on the % scale 0 is the no-effect control and ±100 the full control effect; nearly all actives have a fitted effect of over 65% in size
# Target sequence (O75874 whole entry R132H, stated change not applied): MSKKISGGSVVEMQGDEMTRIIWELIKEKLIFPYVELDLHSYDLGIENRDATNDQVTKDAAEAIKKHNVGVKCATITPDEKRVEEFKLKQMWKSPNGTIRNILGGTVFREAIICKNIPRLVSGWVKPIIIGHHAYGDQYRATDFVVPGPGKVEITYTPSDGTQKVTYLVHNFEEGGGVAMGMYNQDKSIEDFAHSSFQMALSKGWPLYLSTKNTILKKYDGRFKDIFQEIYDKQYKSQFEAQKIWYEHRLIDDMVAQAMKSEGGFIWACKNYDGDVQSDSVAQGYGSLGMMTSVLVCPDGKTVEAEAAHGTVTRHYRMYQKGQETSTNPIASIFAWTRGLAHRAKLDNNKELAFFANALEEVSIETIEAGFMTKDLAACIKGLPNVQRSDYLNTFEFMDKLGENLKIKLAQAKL
#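 IDH1-R132H (0.5 ug/mL dispensed) in pH 7.5 Tris buffer was preincubated 30 min with compound, then given a substrate mix of 0.016 mM NADPH and 2 mM alpha-KG for 80 min at room temperature; remaining NADPH was read by diaphorase/resazurin fluorescence.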
# rTrxR1 inhibitor = qHTS Assay for Inhibitors of Mammalian Selenoprotein Thioredoxin Reductase 1 (TrxR1): qHTS | Potency, µM (series often up to 114 µM), inactives show top-dose activity change, negative = inhibition, usual class: inhibitors | actives 1% (n = 390,000) | recombinant rTrxR1, NADPH fluorescence consumption, selenite substrate; further: potency means the concentration at half of the fitted maximal effect; on the % scale 0 is the no-effect control and ±100 the full control effect; nearly all actives have a fitted effect of over 65% in size
#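 Rat TrxR1 (90 nM in the dispensed reagent) was pre-reduced with 400 uM NADPH for 5 min at room temperature, then incubated with compound for 15 min. After 400 uM selenite was added, NADPH fluorescence (Ex 340/Em 450 nm) was followed for 8 min.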
# Numbers without * were called inactive; i = inactive; ? = inconclusive; & = joins results of further samples; [ ] = remark or other dose. Unless noted, the call rests on the fitted dose curve; in most records, active means well fitted curve in the direction sought with a large enough effect; inconclusive means small, poorly fitted or top-dose-only effect, or another doubt; inactive means no such curve, though single readings can be large; an effect the other way counts as inactive or inconclusive. Some of the compounds tested; count on the stated rates, not on these rows.
cpd	Structure	Pin1 inhibitor	rTrxR1 inhibitor	PI4K2A block	GLS inh	USP1-UAF1 inh	mIDH1 inhibitor	TrxR1 substrate	PGK inhibitor	HP1b chromo inh
1	CCS(=O)(=O)c1nc(S(=O)(=O)c2ccc(Cl)cc2)c(N2CCC3(CC2)OCCO3)s1	-10%	24%	6	-10%	-17%	0%	-4%	i	38%[activator]
2	COc1ccccc1C(=O)NCCC(=O)NCc1cccnc1	1%	12%	-4	-1%	-11%	0%	5%	-5%	24%
3	Cc1sc2nc(SCC(=O)C(C)(C)C)n(Cc3ccco3)c(=O)c2c1C	7%	5%[57.1 µM]	1	-12%	-21%	0%	4%[57.1 µM]	3%	25%
4	COc1cc(OC)c(Nc2nc3ccc(C)cc3n3nnnc23)cc1Cl	0%	14%	-15	-6%	0%	-15%	4%	-5%	50%[activator]
5	Cc1ccc(C)c(NC(=O)c2ccc3nccnc3c2)c1	0%	-14%	-2	0%	-8%	-10%	0%	6%	13%
6	NS(=O)(=O)c1ccc(NC(=O)COC(=O)CN2C(=O)C3CC=CCC3C2=O)cc1 (stereo unspecified)	-8%	14%	-2	-4%	-9%	11%	7%	-6%	23%
7	CCN(C(=O)CSc1nc2ccccc2[nH]1)c1ccccc1	-1%	1%	5	-3%	-24%	9%	1%	-5%	33%
8	CC(Sc1nnc(C2CC2)n1C1CC1)C(=O)Nc1cccc(S(=O)(=O)N(C)C)c1 (stereo unspecified)	1%	-10%	6	-1%	-3%	3%	-5%	1%	48%[activator]
9	CCc1ccc(-n2cc(-c3ccc([N+](=O)[O-])cc3)[nH]c2=S)cc1	0%	2%	-5	3%	-1%	5%	-9%	-3%	9%
10	CCOC(=O)c1ccccc1NC(=O)C1CC(=O)N(c2ccccc2)C1 (stereo unspecified)	-3%	21%	1	1%	-16%	3%	0%	-8%	18%
11	Cc1ccc(C(=O)NC2CCS(=O)(=O)C2)cc1S(=O)(=O)N1CCCCC1 (stereo unspecified)	1%	20%	7	4%	-3%	9%	4%	-4%	8%
12	CCc1ccc2c(c1)C1(SC(NC(C)=O)=NN1C(C)=O)C(=O)N2CC (stereo unspecified)	-6%	5%[57.1 µM]	-1	6%	-16%	-6%	6%[57.1 µM]	4%	5%
13	COc1cccc(CNC(=O)c2c3c(nc4ccccc24)C(=O)N(C2CCCCC2)C3)c1	-2%	10%[57.1 µM]	2	10%	-14%	-14%	-2%[57.1 µM]	-9%	31%
14	CCCCCCc1nnc(NC(=O)c2ccco2)s1	11%	33%	-2	13%	-6%	-13%	-3%	1%	27%
15	COc1ccccc1Nc1nnc(SC(C)C(=O)NC2CC2)s1 (stereo unspecified)	-7%	13%	-3	1%	-8%	-4%	-5%	-4%	29%
16	CC(=O)Nc1ccc(C2(c3ccc(NC(C)=O)cc3)NC(=O)c3ccccc32)cc1	-5%	15%[57.1 µM]	1	4%	-13%	-8%	7%[57.1 µM]	-7%	12%
17	O=C(O)[C@H]1CCCN1S(=O)(=O)c1cccc2cccnc12	-2%	19%	-4	0%	-23%	-6%	9%[57.1 µM]	-10%	35%
18	CCOc1cccc(OCCOCCN(C)C)c1	0%	-5%	3	10%	-4%	7%	-4%	1%	?
19	O=C(O)/C=C/C(=O)Nc1ccccc1C(=O)OCC(=O)c1ccc2c(c1)OCCO2	-4%	15%[57.1 µM]	-28	18%	-15%	4%	6%[57.1 µM]	-4%	41%[activator]
20	CC(C)C[C@H](NC(=O)C1CCN(C(=O)[C@H](Cc2ccccc2)NC(=O)OC(C)(C)C)CC1)C(=O)O	12%	7%	-3	-9%	-14%	4%	-1%	i	40%[activator]
21	O=C(COc1coc(CN2CCc3ccccc32)cc1=O)Nc1ccc([N+](=O)[O-])cc1	-9%	-17%	-13	-1%	-10%	5%	-14%	-13%	18%
22	Cc1cc(O)c(CN(C)C)c2c1C(=O)/C(=C/c1ccco1)O2	?	56µM*	-15	-23%	?	5%	-12%	-8%	-9%
23	COCc1ccc(C(=O)NC2CC(C)(C)Cc3c2cnn3-c2ccc(C)cc2)o1 (stereo unspecified)	3%	-24%	-1	8%	-4%	3%	-9%	2%	20%
24	Cc1cc(-c2ccc(C)c(S(=O)(=O)NCC3CCN(Cc4ccc(F)cc4)CC3)c2)on1	4%&-2%	23%	-3&-8	0%&9%	-7%&-10%	-3%&5%	2%	1%&-4%	26%&-5%
25	CCc1nc(CNC(=O)C2CCC(=O)N(Cc3ccccc3F)C2)no1 (stereo unspecified)	-4%	23%	-3	-3%	-22%	0%	5%	-8%	23%
26	COc1cc(NC(=O)COC(=O)CSc2ccc3ccccc3c2)c(C)cc1[N+](=O)[O-]	-2%	-23%	1	-18%	?	2%	-16%	-10%	2%
27	O=C(Cc1csc(-c2ccccc2)n1)Nc1ccc(C(F)(F)F)cc1	-7%	-10%	0	7%	-2%	8%	-14%	i	19%
28	O=C(CCN1C(=O)/C(=C/c2ccc(Cl)cc2)SC1=S)NC1C=CS(=O)(=O)C1 (stereo unspecified)	-1%	1%	-4	4%	1%	1%	-6%	3%	20%
29	Cc1cccc(-n2ncc(C(=O)N3CCN(Cc4ccccc4)CC3)c2C2CCN(C(=O)OC(C)(C)C)CC2)c1	0%	-4%	1	-4%	4%	-1%	-9%	-10%	28%
30	COc1cccc(C(=O)n2nc(-c3ccco3)nc2NCc2cccs2)c1	-5%	10%	10	1%	-22%	-13%	9%	i	-21%
31	NC(=O)COC(=O)CNC(=O)c1sc2ccccc2c1Cl	3%	4%	-1	0%	-9%	-6%	-8%	-4%	31%
32	O=C(c1ccco1)N1CCn2c1nc1ccccc12	-2%	17%	-18	1%	-6%	1%	3%	-10%	10%
33	C=C(C)CN=c1scc(C)n1/N=C/c1ccco1	3%	-8%	2	43%[activator]	-9%	18%	-8%	-4%	-45%
34	Cc1[nH]c2ccccc2c1C1(O)C(=O)N(Cc2ccccc2)c2ccc(Cl)cc21 (stereo unspecified)	?	-4%	-3	6%	?	-8%	-8%	8%	-11%
35	C=CCN=c1scc(C)n1/N=C/c1ccc(O)c(O)c1	2%	-8%	2	?	-21%	1%	-7%	-5%	-15%
36	COc1ccc2oc(C(=O)Nc3ccc(N4CCOCC4)cc3)c(C)c2c1	-3%	-26%	-2	10%	-11%	5%	-10%	-3%	-15%
37	O=C(Nc1cccc(Br)c1)c1cc(-c2ccc3c(c2)OCCO3)on1	11%	20%	-12	2%	?	6%	7%	-2%	33%[activator]
38	Cc1ccc(S(=O)(=O)CC(=O)Nc2nc3c(C)cc(C)cc3s2)cc1	18%	17%[57.1 µM]	1	-3%	-7%	-7%	-4%[57.1 µM]	-8%	23%
39	CCn1nccc1C(=O)Nc1ccc(Cl)c(Cl)c1	8%	7%	4	?	-11%	7%	-2%	-7%	75%[activator]
40	COC(CN1CCc2c(C)nc3c(C#N)cnn3c21)OC	0%	0%	2	0%	-10%	10%	34%	i	25%
41	COc1ccccc1NC(=O)Cn1cnc2sc(C)c(S(=O)(=O)N3CCCCC3)c2c1=O	-2%	9%	0	-4%	-10%	1%	-1%	0%	24%
42	CCOC(=O)c1c(-c2ccc(C)cc2)csc1NC1=NS(=O)(=O)c2ccccc21	16%	-14%	1	3%	-3%	0%	-4%	1%	20%
43	CCC(C)(C)NC(=O)CN(C(=O)CCC(=O)Nc1cc(C)ccn1)c1ccc2c(c1)OCCO2	-3%	4%[57.1 µM]	4	3%	-14%	6%	2%[57.1 µM]	-6%	-3%
44	Cn1nnnc1SCC(=O)N(C1CCCCC1)C1CCCCC1	3%	6%	-5	15%	-7%	9%	-1%	-5%	11%
45	Cc1cc(NCCCO)n2nc(-c3cccs3)cc2n1	-2%	21%[57.1 µM]	-1	-4%	-6%	6%	62%	-4%	11%
46	CCOC(=O)C1CCN(c2nc3ccccc3n2CC(=O)c2ccccc2)CC1	-5%	14%	1	2%	-13%	-16%	-3%	-6%	15%
47	COc1cccc2sc(NC(=O)c3ccc4c(c3)OCCO4)nc12	-1%	28%[57.1 µM]	-4	3%	-30%	-17%	9%[57.1 µM]	9%	17%[57 µM]
48	CCOc1ccc(CNS(=O)(=O)c2c(C(=O)N3CCCCCC3)c(C)n(C)c2C)cc1OC	2%	1%[57.1 µM]	0	-8%	-1%	7%	-5%[57.1 µM]	i	44%[activator]
49	CCC(CC)C(=O)Nc1nnc(S(=O)(=O)Nc2ccc(OC)cc2)s1	1%	-19%	-2	10%	-3%	-14%	-12%	5%	25%
